High-throughput results from PubChem BioAssay.
Luc counter – Counterscreen for Luciferase (Kinase-Glo TM) Inhibition. Luciferin 4-monooxygenase (Photuris pensylvanica), Q27757. Kinase-Glo luciferase, ATP luminescence, 8 min. Potency, µM (series often up to 38.3 µM), without a hit: at the highest dose activity change, negative = inhibition, usual class: inhibitors. 0.28% of 200,000 active; note: % is set by controls: 0 for no effect and ±100 for the full control effect; nearly all actives have a fitted effect of over 60% in size
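Compounds were added to a substrate mix at pH 7.2 (50 mM imidazole, 10 uM ATP, within the enzyme's linear range), followed by Kinase-Glo detection reagent; luminescence was measured after 8 minutes at ambient temperature.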
SMN2 splice up – qHTS Assay for Enhancers of SMN2 Splice Variant Expression; AID 1458, 2008; 2.8% of 210,000 active; HEK293 SMN2-luciferase splicing reporter, luminescence, 30-36 h; Potency, µM (highest dose often 46.1 µM), without a hit: top-dose activity change, positive = activation, usual class: activators; note: % of control where 0% means no effect; nearly all actives have a fitted effect of over 55% in size
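HEK293 cells carry an SMN2 minigene-luciferase reporter in which exon 7 inclusion puts luciferase in frame. Cells were seeded at 2000 cells/well, attached for 10-12 hours, then exposed to compounds for 30-36 hours at 37C before ONE-Glo luminescence.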
RECQ1 inh – qHTS Assay for Inhibitors of RecQ-Like Dna Helicase 1 (RECQ1); Potency, µM (top dose mostly 57.3 µM), for the others: at the top dose activity, negative = inhibition, hits mostly inhibitors; RECQ1 DNA unwinding, red fluorescence kinetic read; AID 2549, 2010; 0.54% of 240,000 active; ATP-dependent DNA helicase Q1 (Homo sapiens), P46063;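 note: plate controls were vehicle for no effect and no enzyme for full effect; nearly all actives have a fitted effect of over 30% in size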
Target sequence (P46063 whole entry, looked up): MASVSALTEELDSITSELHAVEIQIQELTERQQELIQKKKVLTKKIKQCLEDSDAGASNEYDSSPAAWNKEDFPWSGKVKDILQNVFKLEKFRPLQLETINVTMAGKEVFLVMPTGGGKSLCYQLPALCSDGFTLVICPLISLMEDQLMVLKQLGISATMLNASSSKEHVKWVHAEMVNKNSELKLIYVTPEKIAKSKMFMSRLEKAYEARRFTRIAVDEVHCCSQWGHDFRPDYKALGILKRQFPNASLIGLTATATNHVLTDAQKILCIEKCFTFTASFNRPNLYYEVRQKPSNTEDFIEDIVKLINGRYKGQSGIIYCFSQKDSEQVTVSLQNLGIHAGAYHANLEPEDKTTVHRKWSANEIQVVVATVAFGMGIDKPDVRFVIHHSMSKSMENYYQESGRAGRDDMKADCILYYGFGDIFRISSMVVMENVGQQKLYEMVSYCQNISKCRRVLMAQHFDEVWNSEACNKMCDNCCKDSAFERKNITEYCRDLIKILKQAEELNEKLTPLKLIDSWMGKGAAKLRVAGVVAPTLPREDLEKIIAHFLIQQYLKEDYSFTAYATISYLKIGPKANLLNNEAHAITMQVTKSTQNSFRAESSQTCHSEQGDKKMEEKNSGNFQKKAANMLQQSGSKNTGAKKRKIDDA
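RECQ1T1 50 nM; forked duplex (20 bp + 30-nt ss tails) 200 nM, ATP 2 mM final; pH 8.0, 2 mM MgCl2, 2.5 ug/ml poly(dI-dC); 15 min compound preincubation; discontinuous kinetic read over 2 h at RT.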
IMPase Li cell – qHTS Assay for Identifying the Cell-Membrane Permeable IMPase Inhibitors: Potentiation with Lithium; 0.35% of 210,000 active; Potency, µM (top dose mostly 59.4 µM), for inactives: top-dose activity, negative = IMPase inhibition, usual class: inhibitors; CHO-M1 cells, IP1 TR-FRET (IP-One), carbachol + lithium; AID 1457, 2008;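 note: IP1 builds up when IMPase is blocked and the TR-FRET signal falls; plate controls were basal vehicle for no effect and high inhibitor control for full effect; nearly all actives have a fitted effect of over 50% in size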
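Test compounds were applied to CHO-M1 cells previously cultured for 16–30 h at 2000 per well. A small lithium amount accompanied them; after 30 min at 37C, IP1 was quantified by TR-FRET.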
Epigenetic derep – Quantitative High-Throughput Screen for Regulators of Epigenetic Control; murine LDR cells, GFP reporter derepression, 30 h; 0.2% of 280,000 active; AID 1865, 2009; Potency, µM (top dose mostly 53.9 µM), without a hit: at the highest dose GFP activation, actives largely listed as activators; note: % of control where 0% means no effect; nearly all actives have a fitted effect of over 60% in size
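Murine LDR cells bearing a silenced CMV-driven GFP reporter were exposed to compound for 30 h at 37 C. After PBS washes, GFP-positive cells (20-120 um objects) counted by laser-scanning microplate cytometry.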
NPSR antagonist – qHTS Assay for Antagonists of the Neuropeptide S Receptor: cAMP Signal Transduction | Q6W5P4 | CHO-NPSR cells, cAMP TR-FRET, antagonist mode | Potency, µM (titrated, usually from 38.3 µM), for the others: at the top dose activity change, negative = inhibition, actives largely listed as inhibitors | 1% of 220,000 active; note: % is set by controls: 0 for no effect and ±100 for the full control effect; nearly all actives have a fitted effect of over 50% in size; many of its hits are not listed in these tables
Target sequence (Q6W5P4 whole entry, looked up): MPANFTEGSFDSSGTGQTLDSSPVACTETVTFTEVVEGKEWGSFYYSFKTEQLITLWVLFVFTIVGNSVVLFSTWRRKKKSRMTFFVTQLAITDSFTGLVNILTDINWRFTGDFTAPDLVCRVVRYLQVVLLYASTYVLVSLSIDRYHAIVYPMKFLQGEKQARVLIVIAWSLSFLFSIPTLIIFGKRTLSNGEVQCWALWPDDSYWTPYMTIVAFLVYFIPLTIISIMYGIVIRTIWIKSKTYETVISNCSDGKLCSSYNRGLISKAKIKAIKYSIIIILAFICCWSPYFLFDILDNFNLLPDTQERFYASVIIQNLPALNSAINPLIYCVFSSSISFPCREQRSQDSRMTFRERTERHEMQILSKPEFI
JMJD2E inh – qHTS Assay for Inhibitors of Human Jumonji Domain Containing 2E (JMJD2E); 1.6% of 230,000 active; JMJD2E catalytic domain, FDH-coupled NADH fluorescence (FDH is formaldehyde dehydrogenase); Potency, µM (titrated, usually from 57.1 µM), inactives show at the top dose activity change, negative = inhibition, actives largely listed as inhibitors; Lysine-specific demethylase 4E (Homo sapiens), B2RXH2; active = well fitted inhibition curve with a large enough effect, not every such curve was filed as active; inconclusive = small, poorly fitted or top-dose-only effect, or another doubt; inactive = no such curve, though single readings can be large or run the other way;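 note: 0% = wells with enzyme and -100% = buffer wells without enzyme; nearly all actives have a fitted effect of over 50% in size; many of its hits are not listed in these tables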
GoLoco inh red – qHTS Assay for Inhibitors of RGS12 GoLoco Motif Activity (Red Fluorophore); Guanine nucleotide-binding protein G(i) subunit alpha-1 (Homo sapiens), P63096; Gai1:RGS12 GoLoco peptide FP, rhodamine, 10 min; Potency, µM (top dose mostly 61.6 µM), without a hit: at the highest dose activity, negative = inhibition, most hits filed as inhibitors; 0.44% of 230,000 active; AID 880, 2007; active = well fitted inhibition curve with a large enough effect, not every such curve was filed as active; inactive = no such curve, though single readings can be large or run the other way; note: % is set by controls: 0 for no effect and ±100 for the full control effect; nearly all actives have a fitted effect of over 30% in size; many of its hits are not listed in these tables
An asterisk follows results filed as active; i = inactive; ? = inconclusive; . = no result given; [ ] = another dose, or the depositor's remark. Unless noted, calls come from the whole dose curve; as a rule, active = well fitted curve in the direction sought with a large enough effect; inconclusive = small, poorly fitted or top-dose-only effect, or another doubt; inactive = no such curve, though single readings can be large; an effect the other way counts as inactive or inconclusive. Potency is the fitted concentration of half-maximal effect.

Structure	Luc counter	SMN2 splice up	RECQ1 inh	IMPase Li cell	Epigenetic derep	NPSR antagonist	JMJD2E inh	GoLoco inh red
CCc1cccc(NC(=O)c2ccc3c(=O)n4c(nc3c2)CCCCC4)c1	.	.	-7%	.	1.7%	-20%	2%	2%
COc1ccc(-n2c(C)nc3sc4c(c3c2=O)CCCC4)cc1	2%	-17%	i	2%	-2.9%	-39%	7%	8%
COc1ccc(/C(O)=C2/C(=O)C(=O)N(CCCN(C)C)C2c2ccccc2)cc1OC (stereo unspecified)	2%	-3%	-2%	-21%	1.2%	?	-13%	6%
O=C(/C=C/c1ccco1)N1CCN(c2ccc(F)cc2)CC1	.	.	-3%	.	2.0%	0%	-1%	-9%
Cc1ccc(F)cc1NC(=O)CCC(=O)c1cccs1	0%	-6%	-2%	12%[38.3 µM]	0.0%	-5%[46.1 µM]	-4%	-1%
Cc1cccc(C(=O)N(Cc2nc3ccccc3c(=O)[nH]2)C2CCCCC2)c1	0%	.	i	17%	7.3%	34%	-3%	15%
N#Cc1cc2ccccc2nc1SCC(=O)Nc1ccc(S(=O)(=O)N2CCCC2)cc1	2%	-54%[inhibitor]	-4%	7%[38.3 µM]	0.0%	-20%[46.1 µM]	1%	10%
CCc1cc(C)cc(OCCNC(=O)c2ncn[nH]2)c1	1%	-24%	-9%	-8%[38.3 µM]	-0.8%	11%[46.1 µM]	6%	5%
Cc1ccc(C(=O)n2cnnc2N)cc1	-3%	9%	-13%	-12%[38.3 µM]	-0.4%	-5%[46.1 µM]	-2%	-7%
CCOC(=O)c1ccc(NC(=O)CCSCCc2ccccn2)cc1	3%	-5%	-7%	-8%	-0.1%	5%	?	9%
O=[N+]([O-])c1cccc(N2Cc3ccccc3C2)c1	-1%	5%	11%	7%	-0.6%	-1%	?	-1%
CCOC(=O)C1(Cc2cccc(F)c2)CCN(Cc2cnn(CC)c2C)CC1	4%	.	-9%	-1%	0.0%	-9%	-1%	-6%
COc1ccccc1NC(=O)COc1ccc(/C=N/NC(=O)CSCc2ccc(Cl)cc2)cc1	0%	4%	i	31%[activator][38.3 µM]	1.1%	8%[46.1 µM]	7%	8%
COc1cccc(-c2cc(C(F)(F)F)n3ncc(C(=O)O)c3n2)c1	-3%	-8%	-10%	15%[38.3 µM]	0.0%	-12%[46.1 µM]	-16%	2%
Cc1ccccc1NC(NC(=O)c1cccnc1)C(Cl)(Cl)Cl (stereo unspecified)	0%	-10%	-1%	4%	-1.0%	7%	1%	0%
COc1cc(OC)c(C2C3=C(CCCC3=O)Nc3nc4ccccc4n32)cc1OC (stereo unspecified)	9%	-3%	7%	?	1.1%	-8%[46.1 µM]	6%	5%
CCOc1ccc(/C=C(/NC(=O)c2ccc(Cl)cc2)C(=O)O)cc1OCC	.	.	-1%	.	1.3%	14%	3%	2%
O=C1c2oc3ccc(F)cc3c(=O)c2C(c2ccccc2)N1CC1CCCO1 (stereo unspecified)	-3%	-16%	i	-13%[38.3 µM]	-1.7%	-8%[46.1 µM]	5%	0%
Cc1cc(=O)n2[nH]c(CCC(=O)O)nc2n1	.	.	2%	.	-1.0%	-18%	7%	-1%
Nc1ccc(S(=O)(=O)NC2=NCCCCC2)cc1	.	.	i	.	-0.8%	-12%	-11%	-3%
CNC(=S)Nc1cccc(Cl)c1C	2%	-10%	i	-4%	-4.7%	13%	0%	12%
Cc1ccc(-n2c(N)c(C(=O)NCc3ccco3)sc2=S)cc1	-7%	-18%	-10%	-5%[38.3 µM]	-1.4%	-13%[46.1 µM]	-22%	8%
COc1cccc(/C=N/NC(=O)CN(CCc2ccccc2)S(=O)(=O)c2ccc(NC(C)=O)cc2)c1	-1%	1%[1.84 µM]	-4%	8%	-0.9%	-28%	1%	1%
Cc1[nH]c2ccccc2c1C(=O)COC(=O)c1c(-c2ccccc2Cl)noc1C	-1%	-24%	-20%	16%	0.0%	-27%	?	-9%
O=C(NCC1COc2ccccc2O1)C1C2C=CC3(CN(Cc4cccs4)C(=O)C13)O2 (stereo unspecified)	0%	10%	-9%	7%[38.3 µM]	-2.3%	-3%[46.1 µM]	7%	6%

Continued; it opens with the two that closed the last part.
Structure	Luc counter	SMN2 splice up	RECQ1 inh	IMPase Li cell	Epigenetic derep	NPSR antagonist	JMJD2E inh	GoLoco inh red
Cc1[nH]c2ccccc2c1C(=O)COC(=O)c1c(-c2ccccc2Cl)noc1C	-1%	-24%	-20%	16%	0.0%	-27%	?	-9%
O=C(NCC1COc2ccccc2O1)C1C2C=CC3(CN(Cc4cccs4)C(=O)C13)O2 (stereo unspecified)	0%	10%	-9%	7%[38.3 µM]	-2.3%	-3%[46.1 µM]	7%	6%
Cc1cc(C)n(-c2nnc(NCc3ccc(Cl)cc3)nn2)n1	-1%	-38%[inhibitor]	i	-1%	0.3%	1%	3%	0%
Cc1cc(C)n2nc(SCC(=O)NC(=O)NCc3ccco3)nc2n1	.	.	-12%	6%	2.6%	26%	-8%	12%
CCOC(=O)c1cc(-c2ccccc2)sc1NC(=O)CN1C(=O)NC(CC)(c2ccccc2)C1=O (stereo unspecified)	-3%	4%	i	16%[38.3 µM]	0.6%	19%[46.1 µM]	?	16%
Cc1cccc(NC(=O)c2nc[nH]c2C(=O)Nc2ccccc2[N+](=O)[O-])c1	1%	23%	-4%	6%	1.1%	-5%	12%	7%
O=C(/C=C/c1ccccn1)c1cc(Cl)cc(Cl)c1O	.	.	-8%	.	6.8%	6%[7.67 µM]	?	28%
COc1ccc(-c2coc3cc(O)ccc3c2=O)c(OC)c1O	-2%	4%	2%	2%	0.8%	.	?	5%
COC(=O)NC(C)N1C(=O)C2C3C=CC(C3)C2C1=O (stereo unspecified)	2%	-34%[inhibitor]	2%	-4%	4.7%	22%	-1%	9%
Nc1nc2c([nH]c(=S)n2C2OC(CO)C(O)C2O)c(=O)[nH]1 (stereo unspecified)	-5%	3%	-2%	18%	-0.5%	.	0%	-3%
CCCCOC(=O)CCNc1n[nH]c(=O)[nH]c1=O	1%	-13%	i	-5%[38.3 µM]	-5.3%	-2%[46.1 µM]	-9%	0%
O=[N+]([O-])c1cccc(N/N=C/c2cccc3ccccc23)c1	-1%	?	-14%	8%	0.0%	-26%	?	-3%
CCOC(=O)c1[nH]c(C)c(C(=O)NCc2ccc(OC)cc2)c1C	5%	-33%[inhibitor]	-4%	6%[38.3 µM]	-2.4%	-13%[46.1 µM]	-4%	-3%
CCn1c(SCC(=O)NCCc2ccc(OC)c(OC)c2)nc2c1c(=O)n(C)c(=O)n2C	-3%	-7%	-5%	7%[38.3 µM]	-2.3%	-9%[46.1 µM]	-8%	0%
O=C(c1ccc(-n2cccc2)cc1)N1CCCCC1	-3%	5%	-6%	7%	2.4%	5%	3%	9%
O=S(=O)(N/N=C/c1c(F)cccc1Cl)c1ccccc1	3%	-20%	1%	23%[38.3 µM]	-1.2%	-6%[46.1 µM]	-1%	-8%
Brc1cc2c(cc1Cn1c(-c3cncs3)nc3ccccc31)OCO2	-3%	-18%	i	23%[38.3 µM]	2.6%	-8%[46.1 µM]	-14%	4%
O=C(Cn1nc([N+](=O)[O-])nc1Br)NC(c1ccccc1)c1ccccc1	6%	-17%	-6%	0%	-1.6%	28%	5%	-55%
CCn1c(CC(=O)Nc2cccc(OC)c2)nnc1SCC(=O)Nc1nccs1	0%	-4%	-10%	6%[38.3 µM]	0.0%	-4%[46.1 µM]	5%	24%
CCOC(=O)c1sc2ncn(C(C)C(=O)OCC)c(=O)c2c1C (stereo unspecified)	-1%	16%	9%	30%[38.3 µM]	-1.0%	-6%[46.1 µM]	1%	-11%
COC(=O)c1cc(NC(=O)CSc2nncn2C)cc(C(=O)OC)c1	1%	-9%	-11%	28%[38.3 µM]	1.6%	9%[46.1 µM]	8%	7%
O=C(COc1ccccc1)Nc1ccc(N2CCN(C(=O)c3cccs3)CC2)cc1	2%	.	i	10%	-0.3%	10%	-10%	1%
COc1ccc(NC(=O)CN(C)CC(=O)Nc2ccc(Cl)c(S(=O)(=O)N(C)C)c2)cc1	1%	-12%	i	5%	-5.7%	-12%	9%	8%
Cc1ccc(CNC(=O)CCNS(=O)(=O)c2ccc(C)cc2)cc1	9%	8%	-2%	3%[38.3 µM]	-6.0%	-17%[46.1 µM]	2%	-4%
COc1ccccc1CCn1c(=O)c(-c2ccc(Cl)cc2)nc2cncnc21	-2%	-7%	-11%	6%	.	.	.	-2%
CCNC(=S)N/N=C/c1c(Cl)cccc1Cl	-1%	8%	-2%	6%	-0.9%	-4%	1%	11%
COc1ccc(Cn2c(O)c(C=Nc3ccc(C)cc3)c3ccccc3c2=O)cc1	0%	-17%	5%	1%	1.0%	3%	?	5%
CC(C)=CCCC1(C)C=Cc2c(c(C)cc3c2[nH]c2cc(O)ccc23)O1 (stereo unspecified)	.	.	i	.	0.0%	?	-6%	-3%
CC(NCc1ccc(-c2ccccc2)cc1)C(O)c1ccccc1 (stereo unspecified)	-1%	9%	-3%	1%	-1.1%	?	-28%	6%
Nc1nc2c(c(=O)[nH]1)N(C=O)C(CNc1ccc(C(=O)NC(CCC(=O)O)C(=O)O)cc1)CN2 (stereo unspecified)	-7%	-8%	i	2%	-0.3%	.	5%	3%
CS(=O)(=O)N1CC(C(=O)NN)Oc2ccc(Cl)cc21 (stereo unspecified)	-2%	?	-3%	-1%[38.3 µM]	-1.0%	1%[46.1 µM]	76%[activator]	2%
N=c1c(-c2nc3ccccc3[nH]2)cc(C(=O)c2ccco2)nn1-c1ccccc1	2%	-33%[inhibitor]	?	18%	5.1%	-8%	-1%	0%
COc1ccc(C)cc1NC(=O)Cn1cnnn1	-1%	13%	i	0%	9.6%	17%	-11%	0%

These rows are one share of the data (hit frequency here may not be typical).
